GAA850 FXN act: FXN promoter activators, primary screen, cell-based, luciferase luminescence, HEK293 lucGAA850; HEK293 lucGAA850 FXN promoter luciferase reporter, 24 h; percent of 10 µM SAHA response; activation, % at 6 µM; hit rate 0.56% among 360,000;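 active = activation above the average of all compounds screened plus 3 SD, cutoff fixed separately per campaign, cut at about 7.5% in these data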;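 note: 0% = DMSO wells and 100% = 10 µM SAHA wells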
PLCg1 inh: PLC-gamma1 enzyme inhibitors, primary screen, biochemical, fluorescence, purified enzyme; 1-phosphatidylinositol 4,5-bisphosphate phosphodiesterase gamma-1 (Homo sapiens), P19174; fluorogenic substrate; inhibition, % at 12.2 µM; hit rate 0.84% among 370,000; AID 720700, 2013; in the data active = inhibition above about 9.5%
hgDAF-12 ag: H. glycines DAF-12 receptor agonists, primary screen, cell-based, luminescence, HEK293, GAL4 fusion, UAS-luciferase | Nuclear hormone receptor DAF-12 (Heterodera glycines), GAL4 fusion | HEK293 GAL4-hgDAF12 UAS-luciferase reporter, agonist luminescence; normalized to butyrate control | activation, % at 6.8 µM | hit rate 1.8% among 370,000;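 active = activation above a cutoff set at the mean of all screened compounds plus 3 SD, cut at about 10% in these data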;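 note: 0% = DMSO wells and 100% = sodium butyrate wells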
hcDAF12 agonist: H. contortus DAF-12 nuclear receptor activators, primary screen, cell-based, luminescence, HEK293, lit1-tk-luc reporter | hit rate 1.4% among 370,000 | activation, % at 6.8 µM | AID 652067, 2013 | HEK293 hcDAF-12 lit1-tk-luc reporter; 0% DMSO, 100% Δ7-dafachronic acid;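 active = activation above the mean of all tested compounds plus 3 SD, cut at about 5.5% in these data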;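 note: 100% = response to 3 µM Δ7-dafachronic acid high control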
DAX1 inh-1: DAX1 (NR0B1) inhibitors on StAR promoter, primary screen, cell-based, luminescence, SF-1 (NR5A1), full-length DAX-1; inhibition, % at 6.8 µM; hit rate 1.1% among 370,000; AID 652010, 2013; HEK293T StAR-luciferase reporter, SF-1/DAX-1 repression relief;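 active = inhibition above the mean over all tested compounds plus 3 SD, cut at about 3.6% in these data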;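 note: 0% = DAX-1 cells with DMSO and 100% = cells lacking DAX-1 with DMSO; higher inhibition means more luminescence from relief of DAX-1 repression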
ADAM10 inh: human ADAM10 inhibitors, primary screen, biochemical, QFRET, HTS. Disintegrin and metalloproteinase domain-containing protein 10 (Homo sapiens), O14672. recombinant ADAM10, EDANS/DABCYL FRET peptide cleavage, 3 h. inhibition, % at 7 µM. hit rate 0.62% among 370,000;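 active = inhibition above a per-campaign cutoff equal to the mean of compounds falling between control-based bounds plus 3 SD, cut at about 20% in these data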;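 note: 0% = DMSO wells while the 100% control is not disclosed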
DAX1 inh-2: DAX1 (NR0B1) inhibitors, primary screen, cell-based, HEK293, Gal4-DAX1, luciferase luminescence; Nuclear receptor subfamily 0 group B member 1 (Homo sapiens), P51843; HEK293 Gal4-DAX1 luciferase reporter; inhibition, % at 6.75 µM; hit rate 0.99% among 340,000; AID 504766, 2011;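 active = inhibition above the mean over all tested compounds plus 3 SD, cut at about 4.2% in these data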;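 note: 0% = DAX1-transfected cells with DMSO and 100% = empty-vector control cells with DMSO; inhibition shows as a rise in luminescence from relieved DAX1 repression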
Target sequence (P51843 207-470 limits assumed): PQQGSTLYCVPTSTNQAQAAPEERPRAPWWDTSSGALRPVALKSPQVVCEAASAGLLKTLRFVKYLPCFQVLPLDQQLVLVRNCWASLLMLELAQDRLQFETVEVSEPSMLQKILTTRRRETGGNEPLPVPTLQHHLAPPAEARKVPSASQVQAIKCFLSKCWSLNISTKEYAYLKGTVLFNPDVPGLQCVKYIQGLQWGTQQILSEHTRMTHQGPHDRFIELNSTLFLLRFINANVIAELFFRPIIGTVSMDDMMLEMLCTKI
ssDAF12 agonist: S. stercoralis DAF-12 nuclear receptor activators, primary screen, cell-based, luminescence, HEK293, GRIP1 co-expression, lit1-tk-luc; HEK293 ssDAF-12/GRIP1 lit1-tk-luc reporter; % of 3 µM dafachronic acid response; activation, % at 6.8 µM; hit rate 1% among 370,000;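 active = activation above the mean over all tested compounds plus 3 SD, cut at about 0.9% in these data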;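 note: 0% = DMSO-only wells and 100% = 3 µM delta7-dafachronic acid wells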
sPLA2-III inh: human group III sPLA2 inhibitors, primary screen, biochemical, QFRET, BODIPY PC-A2 liposome substrate | Group 3 secretory phospholipase A2 (Homo sapiens), Q9NZ20 | QFRET BODIPY PC-A2 liposome hydrolysis, fluorescence | inhibition, % at 12.2 µM | hit rate 0.56% among 370,000;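 active = inhibition above mean plus 3 SD of compounds lying within the high and low control bounds, cut at about 19% in these data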;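 note: 0% = median of test compound wells and 100% = no enzyme DMSO wells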
Target sequence (Q9NZ20 whole entry, looked up): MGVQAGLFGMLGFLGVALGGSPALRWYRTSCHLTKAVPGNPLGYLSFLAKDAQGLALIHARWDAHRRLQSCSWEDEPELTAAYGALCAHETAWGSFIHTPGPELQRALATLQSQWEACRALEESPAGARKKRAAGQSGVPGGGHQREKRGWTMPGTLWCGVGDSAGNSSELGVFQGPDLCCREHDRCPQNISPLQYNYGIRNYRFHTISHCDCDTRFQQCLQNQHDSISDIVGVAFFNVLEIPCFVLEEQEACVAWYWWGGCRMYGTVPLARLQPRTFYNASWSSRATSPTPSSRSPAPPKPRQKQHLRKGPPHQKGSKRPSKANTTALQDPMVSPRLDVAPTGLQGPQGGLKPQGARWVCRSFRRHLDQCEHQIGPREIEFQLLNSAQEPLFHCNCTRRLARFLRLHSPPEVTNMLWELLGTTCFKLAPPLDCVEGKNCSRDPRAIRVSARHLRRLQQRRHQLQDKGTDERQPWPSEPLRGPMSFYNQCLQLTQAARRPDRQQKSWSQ
ADAM17 inh: ADAM17 inhibitors, primary screen, biochemical, QFRET. inhibition, % at 6.95 µM. Disintegrin and metalloproteinase domain-containing protein 17 (Homo sapiens), P78536. hit rate 0.83% among 370,000. recombinant ADAM17, EDANS/DABCYL FRET peptide cleavage;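 active = inhibition above the mean of compounds lying between control limits plus 3 SD, set per campaign, cut at about 8.5% in these data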;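 note: 0% = DMSO-only wells as the low control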
PLCb3 inh: human PLC-beta3 inhibitors, primary screen, biochemical, fluorescence. Purified PLC-beta3, fluorogenic substrate. inhibition, % at 12.2 µM. hit rate 0.18% among 370,000; in the data active = inhibition above about 11%;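 note: 0% = median of compound wells on plate and 100% = full blocker control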
* marks the source's active call; other numbers are inactive results; i = inactive; · = not tested or not shown.

mol,hgDAF-12 ag,GAA850 FXN act,sPLA2-III inh,ssDAF12 agonist,hcDAF12 agonist,PLCg1 inh,PLCb3 inh,ADAM10 inh,ADAM17 inh,DAX1 inh-1,DAX1 inh-2
CC(C)(C)OC(=O)N1CCC[C@H]1C(=O)NCC1CCC(C(=O)O)CC1 (stereo partly specified),2.3,-1.7,-1,-1.3,3.4,-1,-1,-10,-5,0.6,-1.0
NS(=O)(=O)c1ccc(CCNCC(=O)NC2CC2)cc1,-0.2,2.0,18,-1.1,-0.7,1,-5,-13,-6,1.2,-0.3
Cc1ccc([C@H]2C[C@H](O)[C@@H](n3cc(COC(=O)c4ccccc4)nn3)CN2C(=O)C2CCCCC2)cc1,2.7,0.8,-6,-0.7,-0.4,1,-2,-13,-1,1.3,3.5
COc1ccc(C)cc1C(=O)CCC(=O)NC1CCCCC1,-1.9,0.9,-4,-2.0,0.0,-12,-23,-35,-14,2.3,-0.2
O=S(=O)(c1cccs1)n1nnc2ccccc21,0.7,0.2,1,-1.3,0.0,1,2,-20,-6,-0.3,-0.1
COCCN(C(=O)C(C)C)c1nnc(-c2ccc(C)cc2)s1,2.8,1.3,-1,-1.0,-1.4,0,1,-5,-3,0.4,-1.1
CN(C)c1ccc(/C=C/C(=O)c2ccc3c(c2)OCCO3)cc1[N+](=O)[O-],0.2,0.2,14,-0.5,-1.5,-2,-1,-4,-4,-0.3,-1.8
CCOC(=O)c1c(C)c(C(=O)N2CCN(c3ccc(F)cc3)CC2)c(C)n1C,-4.5,0.6,0,-1.1,-0.1,1,-2,2,1,-0.7,-1.1
Cc1csc(=O)n1CC(=O)OCC(=O)NCc1ccc(F)cc1,0.1,3.2,16,-1.1,-1.9,-3,-4,-17,-4,1.4,0.6
CCO[C@@H]1OC(C(=O)N2CCOCC2)=C[C@H](c2ccc(Br)cc2)[C@H]1CCCO,1.8,-1.2,-3,-1.3,-2.2,1,0,4,-1,0.6,-0.3
CCCNc1c(NC(C)=O)c(=O)oc2ccccc12,1.5,-0.7,5,-0.6,-1.5,-2,2,-6,-1,0.1,-0.2
COc1ccc(OCCNC(=O)C2(C)CCN2Cc2ccc3ccccc3c2)cc1 (stereo unspecified),-2.2,-3.1,-18,-1.7,-1.1,1,1,17,7,-2.6,·
COC(=O)c1ccc(C(=O)Nc2ccc3nc(-c4cccnc4)[nH]c3c2)cc1,-4.1,-2.9,-4,-1.3,-3.0,-16,-23,-6,-2,-1.6,-2.7
Cc1cccc(-c2nc(CSCC(=O)NCc3cccs3)c(C)o2)c1,-2.5,3.0,-11,-1.3,-2.7,-2,-6,-2,0,-0.7,-1.0
N#Cc1ccc(/C=C/C(=O)c2ccccc2)cc1,2.8,5.9,6,-0.4,-1.5,8,1,7,5,-0.7,-1.0
O=c1cc(CN2CCN(S(=O)(=O)/C=C/c3ccccc3)CC2)c2ccc(O)cc2o1,-1.4,1.3,-37,-1.6,-2.2,i,i,i,i,-1.1,-0.9
COc1cccc(CNn2cnnc2)c1O,-1.2,1.3,2,-1.5,-0.2,5,-1,5,2,-0.1,0.4
COc1ccc(C(=O)N(c2ccc(OC)cc2)S(=O)(=O)c2cccs2)cc1,-0.5,3.5,-8,-0.7,-1.8,0,2,4,5,-1.1,-0.3
NS(=O)(=O)c1ccc(CCNC(=O)COC(=O)/C=C/c2ccc(OC(F)F)cc2)cc1,-0.6,0.8,2,-0.5,-1.3,-1,-9,-8,-5,-1.0,0.7
c1ccc(-c2noc(-c3cccnc3)n2)nc1,14*,-1.1,0,0.2,0.7,8,4,-1,2,2.9,0.7
Cc1ccccc1SCC(=O)OCC(=O)N1CC(=O)Nc2ccccc21,2.8,0.3,8,-0.6,0.6,-2,-5,-17,-3,0.5,0.6
NNC(=O)c1nc(Cl)c(Cl)c(N)c1Cl,2.7,0.9,-1,-0.5,1.2,-1,-12,-45,-36,0.4,-0.8
Cc1nc(CNS(=O)(=O)c2ccc3c(c2)CCCC3)cs1,-3.3,1.2,5,-1.6,5.9*,-2,0,-11,-5,-1.6,-2.0
CCOC(=O)c1sc(NC(=O)CSc2nc3c(c(=O)n2-c2ccc(C)cc2)SCC3)c(C(=O)OCC)c1C,2.6,-1.2,3,-0.4,1.2,4,1,-2,-2,0.1,-0.1
COC(=O)c1ccc(NC(=O)CCN2CCN(Cc3ccccc3)CC2)cc1,0.0,0.1,4,-0.2,-0.4,7,4,4,5,-0.1,-0.4
O=C(OCc1ccccc1)c1cccnc1Cl,0.9,0.0,5,-1.4,0.6,3,-3,6,4,-0.2,-0.4
Cc1ccc(C2C(C(=O)O)c3ccccc3C(=O)N2C)o1 (stereo unspecified),0.8,-0.5,2,0.5,0.7,-3,-5,-4,-6,0.3,0.6
COc1cc2oc(=O)cc(-c3ccc(-c4ccc(CO)cc4)cc3)c2c(OC)c1OC,0.3,-1.3,-12,-2.0,-2.2,-78,-125,-4,0,-1.0,-2.1
Clc1ccc(CNCCC2=CCCCC2)cc1,-0.5,1.3,1,-0.8,-0.4,3,7,4,-2,2.5,-0.2
OC(CN1CCN(Cc2ccccc2)CC1)c1ccccc1 (stereo unspecified),-0.9,-0.6,1,-0.5,-0.2,2,3,-3,-2,0.6,-0.4
Fc1ccc(CN2CCSCC2)cc1Br,-1.5,-1.5,4,-0.8,-0.8,5,-1,0,4,-0.7,0.9
COc1ccc(C2=NOC(C(=O)Nc3ccc(C(C)=O)cc3)C2)cc1OC (stereo unspecified),2.2,0.2,0,-2.1,-1.1,3,2,6,-1,-0.1,-0.1
Nc1nnc(COc2ccc(Br)cc2Br)s1,5.5,5.6,-10,-1.7,0.9,1,-3,3,0,1.8,2.4
COc1cccc(C2C(C(=O)c3cccs3)=C(O)C(=O)N2CCN(C)C)c1OC (stereo unspecified),0.0,-1.4,-1,-0.6,0.2,1,1,2,-2,-0.6,1.6
CCOc1cc(/C=N/NC(=O)CSc2nncn2C)ccc1OCc1ccccc1,2.5,-3.9,-3,-1.4,1.1,1,4,-1,-1,-0.7,1.0
CC(C)C(=O)Nc1ccc(C(=O)NNC(=O)c2cccs2)cc1,-0.6,-1.1,8,-1.1,1.9,0,-1,-12,-3,1.3,-0.5
COc1ccc(Nc2nc(N3CCN(S(=O)(=O)N(C)C)CC3)nc3ccccc23)cc1,-2.0,1.5,-15,-1.6,-2.7,-19,-35,-1,1,-1.1,-2.8
c1ccc(OCCn2cnc3ccccc32)cc1,2.1,1.6,-3,-1.8,0.1,-1,1,3,-3,-0.8,-0.7
Cc1ccc(C(=O)N2CCN(Cc3ccccc3)CC2)cc1S(=O)(=O)N1CCOCC1,2.1,1.7,4,-0.7,-0.9,4,5,-5,-3,-0.6,-0.9
Cc1nn(C)cc1-c1cc(C(=O)O)c2ccccc2n1,-1.0,1.8,0,-0.4,0.4,-100,-103,i,-170,0.1,0.9
Cc1cc(C)c2c(N)c(S(=O)c3ccc(C(C)(C)C)cc3)sc2n1 (stereo unspecified),-2.3,-0.4,0,-1.6,-1.2,-8,-15,-9,-2,0.3,-0.7
CCC(=O)N1CCN=C1SCc1ccccc1Cl,3.1,-1.7,4,-1.5,4.1,-3,-2,-11,-4,1.0,4.2
COC(=O)c1sccc1-n1cccc1C(=O)N1CCOCC1,1.6,-0.2,8,-1.2,0.2,3,7,11,4,0.4,1.4
CCC(=O)Oc1oc(-c2ccccc2)nc1C=Nc1ccccc1OC,3.4,2.5,5,0.7,3.1,-2,-2,0,-2,-0.2,-0.9
COc1ccc(OC)c2c(N)c(C#N)c(C(F)(F)C(F)(F)F)nc12,2.0,-1.0,5,-1.0,-1.6,-53,-70,-76,-28,-1.4,0.9
Cc1ccc(C(=O)OCC(=O)NCCc2ccccc2)cc1S(=O)(=O)N1CCOCC1,0.7,1.5,4,-1.2,0.7,-3,-8,-2,-1,0.6,-1.0
Cc1nn(CCc2n[nH]c(=S)n2C2CCCCC2)c(C)c1Br,-1.7,-0.3,12,-1.8,-1.7,1,5,12,2,-0.4,0.4
O=S(=O)(CCSc1nc2ccccc2s1)c1nc2ccccc2s1,5.3,-8.4,-4,-0.6,0.1,1,-2,6,3,-0.8,-0.9
Cc1cc(NC(=O)C(C)SCC(=O)Nc2ccccc2OC(F)F)no1 (stereo unspecified),0.4,1.2,-4,-0.4,0.9,-1,-4,-5,-1,1.7,-0.2
O=C(O)CC1(CC(=O)N2CCN(CCO)CC2)CCCC1,-1.4,-1.4,1,-1.8,-1.0,0,1,1,2,0.2,3.4
CCc1sc(N(C(=O)Cc2ccccc2)c2ccccc2)nc1-c1ccccc1,1.5,1.1,-4,-1.5,-1.4,4,2,5,-1,0.2,1.3
CCc1nc(C)cn1S(=O)(=O)c1cc(Br)ccc1OC,-1.6,4.5,-3,-1.8,-1.2,3,1,-6,0,-0.1,-1.1
NC(=O)CC(NC(=O)Cc1ccc(Br)cc1)c1ccc(NC2CC3CCC2C3)c([N+](=O)[O-])c1 (stereo unspecified),-4.6,0.1,-22,-1.5,-3.0,1,0,19,7,-1.1,-1.2
Oc1c(Br)cc(Br)cc1C=NCc1ccc(F)cc1,0.8,0.6,3,0.0,-0.5,-57,-65,-3,-4,0.4,-0.8
O=C(OCc1ccc([N+](=O)[O-])cc1)C1CCN(S(=O)(=O)c2ccccc2)CC1,2.8,0.2,-11,-1.6,2.4,4,-1,3,3,0.1,-0.3
CCN(CC(=O)Nc1cc(Cl)ccc1C)C(=O)COc1ccccc1F,0.6,1.6,-2,-1.2,-0.8,3,3,1,1,0.8,-0.6

Bioassay records from PubChem BioAssay.
